From PubChem BioAssay
T cell modulator = T cell immune modulation candidate | 330,000 tested, 0.068% active | calls only at 7 µM | 2C CD8+ T cell-vesicle binding, flow cytometry; hits give low values;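 active = response, share of CD8 T cells binding vesicles, and their 90th percentile fluorescence all below set limits, cut at about 80% in these data, passing the limit was not always enough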
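Read-out – percent CD8+ FL2 mean versus row control · System – murine 2C transgenic CD8+ T lymphocytes · Times – 1.5 h cell–vesicle binding at 37 °C, then 20 min icy labelling · Control set – naked vesicles low, QL9 vesicles with vehicle high · Detection – cytometric PE anti-B7-1 and Alexa647 anti-CD8 signals after 1% paraformaldehyde fixation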
GPR55 LPI antagonism = inhibition of LPI-stimulated GPR55 beta-arrestin translocation – imaging, U2OS, beta-arrestin-GFP, LPI agonist, primary screen (AID 2013). U2OS GPR55 beta-arrestin-GFP translocation imaging, LPI antagonism; higher % means a stronger effect. inhibition, % at 10 µM; hits with a dose series show IC50 in µM. 290,000 tested, 0.13% active;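 active = spots per cell inhibited over 60%, with over 100 cells counted and total cytoplasm intensity under 500,000; inconclusive = wells with under 100 cells, flagged as likely toxic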;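 also: U2OS cells stably carrying GPR55 and arrestin-GFP stimulated by 5 µM LPI near EC80; imaged beta-arrestin-GFP aggregate spots per cell after agonist stimulation; plate controls were LPI-stimulated DMSO wells for no effect and DMSO wells without LPI for full effect; some results filed as inactive read as strong as hits; confirmed hits need IC50 under 10 µM and bright autofluorescent wells are also inconclusive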
GPR55 beta-arrestin = GPR55 agonists via beta-arrestin recruitment, primary screen, imaging, U2OS cells, beta-arrestin-GFP redistribution (AID 1961). U2OS GPR55 beta-arrestin-GFP redistribution imaging; higher % means a stronger effect. activation, % at 10 µM, or EC50 in µM where a hit was titrated. 290,000 tested, 0.048% active;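 active = activation above 40% with more than 50 cells counted in the well; inconclusive = wells holding fewer than 50 cells, flagged as toxic or sparse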;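 also: U2OS osteosarcoma cells stably expressing GPR55 and beta-arrestin-GFP; plate controls were DMSO negative control for no effect and LPI positive control for full effect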
Large T inhibition = TAg ATPase/helicase activity blockers – biochemical (AID 1903); SV40 large T antigen ATPase/helicase inhibition assay; higher % means a stronger effect; inhibition, % at 20 µM; hits with a dose series show IC50 in µM; 310,000 tested, 0.39% active; in the data active = a potency from the dose series; inconclusive = inhibition mostly from about 32% at the one dose, without a potency; inactive = the rest, 99 in 100 with inhibition below about 32%; also: strong numbers were not always called active
GPR35 antagonists = GPR35 antagonists blocking zaprinast-driven arrestin recruitment, primary screen, imaging, U2OS, beta-arrestin-GFP, zaprinast agonist (AID 2058). U2OS GPR35 beta-arrestin-GFP translocation imaging, zaprinast antagonism; higher % means a stronger effect. one-dose inhibition, % at 10 µM; IC50 in µM for titrated hits. 290,000 tested, 0.052% active;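 active = inhibition of at least 50% with at least 30 cells and total cytoplasm GFP at most 10,000,000; inconclusive = under 30 cells or total GFP of 10,000,000 plus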
MgcRacGAP inhibition = MgcRacGAP GTPase-activating activity inhibitors, confirmation, biochemical, ADP Hunter fluorescence; MgcRacGAP-stimulated Rac1 GTP hydrolysis, ADP Hunter fluorescence; higher % means a stronger effect; GST-tagged Rac1 F28L mutant substrate; inhibition, % at 30 µM, or IC50 in µM where a hit was titrated; 340,000 tested, 0.6% active; AID 624330;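 active = first-screen hits whose inhibition reached a set limit at any dose in the follow-up dose series; inconclusive = inhibition above the set first-screen limit but never retested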;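 also: fluorescence reports GDP produced by GAP-driven GTP hydrolysis; strong numbers were not always called active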
LYP phosphatase = inhibitors of LYP phosphatase, biochemical, fluorescence intensity, uHTS (AID 1779). inhibition, % at 11.5 µM; hits with a dose series show IC50 in µM. 290,000 tested, 0.054% active. recombinant LYP phosphatase, fluorescence intensity; higher % means a stronger effect; in the data active = inhibition above about 50%;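 also: plate controls were vehicle with enzyme for no effect and no enzyme for full effect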
NTR1 ag = NTR1-driven beta-arrestin-GFP spot formation – imaging, U2OS cells, high content, primary screen (AID 493036); activation, % at 20 µM; P30989; 330,000 tested, 0.17% active; agonist mode;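 active = activation at or above 40% of the spot to cytoplasm intensity ratio, with at least 20 cells analyzed; inconclusive = wells under 20 cells, flagged as cytotoxic or low count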;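 also: 0% = DMSO without peptide and 100% = 100 nM NTR1 peptide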
Target sequence (P30989 whole entry, looked up): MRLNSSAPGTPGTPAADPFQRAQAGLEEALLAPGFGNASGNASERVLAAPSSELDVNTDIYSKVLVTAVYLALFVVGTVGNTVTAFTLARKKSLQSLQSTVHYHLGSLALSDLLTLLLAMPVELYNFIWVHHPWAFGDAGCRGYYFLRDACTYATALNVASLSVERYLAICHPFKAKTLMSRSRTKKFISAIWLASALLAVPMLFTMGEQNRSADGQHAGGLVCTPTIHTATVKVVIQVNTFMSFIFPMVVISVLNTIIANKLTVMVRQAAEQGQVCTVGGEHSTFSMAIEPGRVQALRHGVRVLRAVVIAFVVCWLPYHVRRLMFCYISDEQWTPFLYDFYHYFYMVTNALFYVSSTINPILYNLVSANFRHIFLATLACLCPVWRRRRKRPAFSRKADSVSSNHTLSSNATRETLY
Lipid droplet = modulators of hepatic lipid droplet formation | inhibition, % at 6.5 µM | 240,000 tested, 0.4% active | AML12 mouse hepatocytes, oleate lipid droplets, BODIPY imaging;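 active = lipid droplet intensity inhibited by at least 50%, with more than 500 cells counted; inconclusive = wells with under 300 cells, treated as cytotoxic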
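material = mouse AML12 hepatocyte cell line, fixed after treatment | also added = 100 µM oleic acid challenge | doses = compound at 6.5 µM only | schedule = overnight exposure | technique = Image-based BODIPY and DAPI two-channel analysis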
Lipid droplet cells 6.5 µM = also measured in Lipid droplet; calls as there; cell count; measured here: cell count, cytotoxicity flag;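 cells counted across two imaged fields per well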
T cell modulator vesicle-bound % = further read-out of T cell modulator, marked with its call; double positive events, %; measured here: CD8+ vesicle-bound cell fraction;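 binding gate set so that unloaded-vesicle control wells show 10% double positive cells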
NTR1 ag cell count 20 µM = also measured in NTR1 ag; calls as there; cell count; measured here: cell count, cytotoxicity flag
The depositor's hits bear a star; i = inactive; ? = inconclusive; . = not tested or not shown.

SMILES	T cell modulator	T cell modulator vesicle-bound %	GPR55 LPI antagonism	GPR55 beta-arrestin	Large T inhibition	GPR35 antagonists	MgcRacGAP inhibition	LYP phosphatase	NTR1 ag	NTR1 ag cell count 20 µM	Lipid droplet	Lipid droplet cells 6.5 µM
Cc1cnc(C(=O)N2CCCC(N3CCN(c4ccccc4C)CC3)C2)cn1 (stereo not given)	i	43	6%	-0.1%	5%	2%	8%	-11%	0.4	63	-9	673
COc1ccc(OC)c(N2C(=O)C(Cl)=C(N3CCCCC3)C2=O)c1	i	55	-8%	-0.2%	21%	-8%	4%	0%	-0.5	60	.	.
COc1ccc2oc(=N)c(C(=O)Nc3ccccc3)cc2c1	i	45	8%	-0.3%	27%	1%	12%	-8%	5.8	68	.	.
CC1Cc2ccccc2N1C(=O)CSc1nnnn1Cc1ccccc1 (stereo not given)	.	.	14%	0.8%	0%	-22%	8%	-2%	1.0	54	.	.
O=C1N(c2ccccc2)C2CS(=O)(=O)CC2N1c1ccc(Cl)c(Cl)c1 (stereo not given)	i	70	-5%	0.5%	3%	-7%	11%	-5%	1.6	46	.	.
COc1ccc(-c2ccc(NC(=O)c3ccco3)cc2)nn1	i	48	.	.	13%	.	13%	.	0.4	75	.	.
CCC(Sc1ncccc1C(=O)OCCN1CCCC1=O)C(=O)NCc1ccco1 (stereo not given)	i	48	17%	0.2%	6%	10%	7%	-4%	-1.1	72	.	.
COc1ccc2c(-c3ccccc3)cc(SCC(=O)NC(N)=O)nc2c1	i	14	-5%	-0.2%	9%	0%	6%	0%	2.7	47	1	700
COc1ccccc1NC(=O)c1c([N+](=O)[O-])c(C(C)(C)C)nn1C	i	18	6%	0.0%	5%	2%	-6%	-6%	2.3	51	11	711
Cn1c(=O)n(Cc2ccccc2Cl)c(=O)c2c1[nH]c(=S)n2C	i	55	2%	-0.3%	?	-8%	?	-1%	0.0	90	0	827
Cc1ccc(O)c(N=Nc2ccc(S(=O)(=O)N3CCOCC3)cc2)c1	i	18	-10%	-0.1%	23%	-12%	-1%	-3%	3.4	51	13	683
COC(=O)CCSCC(=O)N1N=C(c2ccc(OC)cc2)CC1c1cccc(OC)c1OC (stereo not given)	i	36	2%	-0.5%	26%	-4%	1%	6%	2.7	39	30	719
CCCCN(CCCC)CC(O)COc1ccccc1C(=O)Nc1ccccc1 (stereo not given)	i	43	10%	-0.1%	8%	-8%	0%	-1%	0.2	54	-12	667
Cn1c(=O)c2c(ncn2CCOc2cccc(Br)c2)n(C)c1=O	i	26	8%	0.0%	4%	1%	7%	-7%	0.1	103	11	832
CC(=O)c1ccc(NC(=O)Nc2ccc3c(c2)nc(C)n3C)cc1	i	37	17%	-0.1%	7%	-2%	4%	-6%	-0.8	63	-5	591
Cc1cc(-c2nnc(SCC(=O)c3ccc4c(c3)OCCO4)o2)no1	i	58	11%	0.5%	7%	10%	9%	-5%	-1.4	81	0	713
Cc1cc(NC(=O)CSc2ccc3nnc(CCNC(=O)c4ccccc4)n3n2)no1	i	37	12%	0.3%	7%	2%	-16%	-6%	1.1	53	7	664
COc1ccc(C2C(C(=O)N3CCC(C(N)=O)CC3)CC(=O)N2c2ccc(OC)cc2)cc1 (stereo not given)	i	26	7%	0.0%	2%	-16%	-1%	-8%	2.9	56	14	744
c1ccc(NCCCNc2ccccc2)cc1	i	55	4%	0.2%	15%	5%	5%	-3%	-0.5	39	0	742
O=C(NCCS(=O)(=O)c1ccc(Cl)cc1)c1ccc(F)cc1	i	42	5%	-0.6%	0%	29%	2%	-1%	-0.4	51	0	683
Cn1cc(CNC(=O)Nc2ccc3c(c2)OCO3)cn1	i	12	-4%	-0.1%	19%	-1%	6%	2%	-2.0	85	6	672
COC(=O)c1sc(NC(=O)c2cc(-c3ccccc3)nc3ccccc23)c(C#N)c1C	i	42	-8%	-0.1%	12%	-7%	21%	32%	1.9	49	.	.
Cc1cc(NS(=O)(=O)c2ccc(NC(=O)CSc3nnc(-c4ccco4)n3N)cc2)nc(C)n1	i	31	-1%	0.4%	2%	9%	9%	-7%	-0.6	42	21	666
Cc1cccc(-n2nc3c(c2NC(=O)CCCl)CSC3)c1	i	15	9%	0.0%	7%	-15%	10%	-4%	0.1	55	-11	847
Cc1cccc2cc(CN(CCCN(C)C)C(=S)NCCc3ccccc3)c(=O)[nH]c12	i	21	6%	1.0%	18%	13%	4%	-5%	2.6	50	-2	752
O=C1CSC(c2ccccn2)N1c1ccc(C(F)(F)F)cc1 (stereo not given)	i	11	-4%	1.0%	10%	-2%	9%	-12%	-0.1	61	5	655
COc1cccc(C(=O)NCCC2=CCCCC2)c1OC	i	38	17%	0.3%	18%	8%	8%	-1%	-1.8	63	-7	793
CC(C)NS(=O)(=O)c1ccc(OCC(=O)Nc2ccc(F)cc2F)cc1	i	18	-5%	0.2%	10%	5%	8%	-8%	-1.4	53	10	767
CN1CCCC(C#CC(O)(c2ccccc2)c2ccccc2)C1 (stereo not given)	i	46	14%	-0.1%	2%	14%	6%	-11%	0.2	31	-9	697
O=C(O)c1cc(NC(=O)c2ccccc2[N+](=O)[O-])ccc1O	i	42	8%	-0.1%	21%	-4%	4%	1%	0.7	32	3	721
CC1=C(C(=O)Nc2ccccc2)C(c2ccccc2[N+](=O)[O-])NC(=O)N1 (stereo not given)	i	62	6%	0.2%	7%	1%	6%	-4%	-1.8	90	-1	691
CC1=NN2C(=N)/C(=C\c3cc(C)n(Cc4ccccc4)c3C)C(=O)N=C2S1	i	39	-14%	0.0%	14%	-4%	.	4%	-0.7	41	-1	711
O=C(O)CCC(=O)N(Cc1ccco1)C1CC(=O)N(c2ccccc2)C1=O (stereo not given)	i	18	5%	-0.2%	10%	-2%	2%	-2%	2.1	63	8	786
CC(=O)C1=C(C)NC(C)=C(C(C)=O)C1c1ccc(-c2ccccc2Cl)o1	.	.	20%	0.3%	13%	7%	1%	-5%	.	.	.	.
Cc1ccc(S(=O)(=O)N2CCCCC2)cc1C(=O)NCCCN1CCOCC1	i	10	10%	-0.2%	12%	-6%	-1%	-7%	1.2	73	-2	695
COc1ccc(C(=O)CSc2ccccc2C(=O)O)cc1	i	53	11%	1.3%	-3%	-15%	14%	0%	1.3	72	29	700
COc1ccc(NC(=O)CN(C)C(=O)CSc2ccc3c(c2)OCCO3)cc1	i	7	17%	0.0%	21%	-1%	7%	-12%	-0.7	55	-6	822
Cc1cc(NC(=O)CCC(=O)N(Cc2ccco2)C(C(=O)NC2CCCC2)c2ccc(F)cc2)no1 (stereo not given)	i	12	0%	-0.3%	-1%	4%	4%	-5%	-0.5	40	-17	715
CCn1c(CNC(=O)Cc2ccc(OC)cc2)nnc1SCC(=O)Nc1nccs1	i	47	2%	0.5%	0%	8%	4%	-1%	1.5	62	2	735
CCOc1ccc(-c2nnc(SCC(=O)NC(C)(C)C)nc2-c2ccc(OCC)c(OC)c2)cc1OC	i	60	1%	-0.1%	8%	-3%	11%	-2%	4.1	106	-14	837
O=C(COc1ccc(C(=O)O)cc1)Nc1cccc(C(F)(F)F)c1	i	23	-9%	-0.1%	2%	-1%	9%	-6%	1.0	71	1	682
O=C1OC2(O)C3C4C=CC(C4)C3C(=O)N2c2ccccc21 (stereo not given)	i	25	2%	-0.2%	-9%	-8%	10%	-10%	-0.4	49	19	692
COc1cc(C(=O)OC(C)CN2CCCCC2)cc(OC)c1OC (stereo not given)	i	10	10%	0.5%	7%	2%	6%	-9%	0.2	69	2	795
CCCn1c(SCC(=O)Nc2cccc(C(=O)OCC)c2)nnc1-c1ccoc1C	i	41	1%	-0.1%	1%	12%	4%	-4%	0.6	31	.	.
Cc1[nH]c2ccccc2c1C(=O)COC(=O)C1CC(=O)N(Cc2ccco2)C1 (stereo not given)	i	11	3%	0.2%	5%	3%	2%	-5%	-0.5	84	.	.
COc1cc(-c2nnc(SCC(=O)N(Cc3ccccc3)C(C)(C)C)o2)cc(OC)c1OC	i	63	4%	-0.2%	0%	-16%	8%	3%	7.4	52	.	.
COC(=O)c1cc(-c2cccs2)nc2ccccc12	i	64	6%	0.0%	6%	5%	9%	-8%	-0.5	63	0	834

An excerpt of these results, with values under each structure:
The line under a structure holds: T cell modulator	T cell modulator vesicle-bound %	GPR55 LPI antagonism	GPR55 beta-arrestin	Large T inhibition	GPR35 antagonists	MgcRacGAP inhibition	LYP phosphatase	NTR1 ag	NTR1 ag cell count 20 µM	Lipid droplet	Lipid droplet cells 6.5 µM
CC1=C(C(=O)Nc2ccccc2)C(c2ccccc2[N+](=O)[O-])NC(=O)N1 (stereo not given)
    i	62	6%	0.2%	7%	1%	6%	-4%	-1.8	90	-1	691
CC1=NN2C(=N)/C(=C\c3cc(C)n(Cc4ccccc4)c3C)C(=O)N=C2S1
    i	39	-14%	0.0%	14%	-4%	.	4%	-0.7	41	-1	711
O=C(O)CCC(=O)N(Cc1ccco1)C1CC(=O)N(c2ccccc2)C1=O (stereo not given)
    i	18	5%	-0.2%	10%	-2%	2%	-2%	2.1	63	8	786
CC(=O)C1=C(C)NC(C)=C(C(C)=O)C1c1ccc(-c2ccccc2Cl)o1
    .	.	20%	0.3%	13%	7%	1%	-5%	.	.	.	.
Cc1ccc(S(=O)(=O)N2CCCCC2)cc1C(=O)NCCCN1CCOCC1
    i	10	10%	-0.2%	12%	-6%	-1%	-7%	1.2	73	-2	695
COc1ccc(C(=O)CSc2ccccc2C(=O)O)cc1
    i	53	11%	1.3%	-3%	-15%	14%	0%	1.3	72	29	700
COc1ccc(NC(=O)CN(C)C(=O)CSc2ccc3c(c2)OCCO3)cc1
    i	7	17%	0.0%	21%	-1%	7%	-12%	-0.7	55	-6	822
